Abeta yeast res: qHTS for compounds that reverse cellular toxicity of Amyloid beta (A-beta) peptide in yeast: Primary Screen | yeast expressing A-beta42, growth rescue, OD600, 48 h; response scale: 0% DMSO, 100% iron-clioquinol control | Potency, µM (top dose mostly 46.1 µM), without a hit: top-dose growth rescue, hits mostly activators | 0.063% of 410,000 active; note: nearly all actives have a fitted effect of over 55% in size
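Yeast A-beta toxicity model in growth medium with pinned compounds, 48 h at 30 C; growth read as absorbance at 600 nm. Normalized to FeCl3/clioquinol equimolar mix (positive) and DMSO (negative).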
FUS suppressor: qHTS for Suppressors of FUS Proteinopathy: Primary screen using FUS-linked yeast assay; S. cerevisiae FUS-expressing, growth rescue, OD600, 24 h; Potency, µM (highest dose often 76.6 µM), without a hit: at the top dose growth rescue (activation), most hits filed as activators; 0.24% of 390,000 active;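 note: plate controls were DMSO vehicle for no effect and reference control for full effect; nearly all actives have a fitted effect of over 55% in size; some results filed as inactive show a strong effect at the top dose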
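FUS-expressing yeast, raffinose-pregrown, induced in 2% galactose minimal medium at OD 0.005; compounds in a dilution series, 24hr at 30C. Growth restoration read as absorbance at 600 nm. CP55940 positive control, DMSO negative.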
* = called active by the depositor; ? = inconclusive; [ ] = remark or other dose. Calls come from the whole dose curve; as a rule, active = well fitted activation curve with a large enough effect; inconclusive = small, poorly fitted or top-dose-only effect; inactive = no such curve, though single readings can be large or run the other way. Potency is the fitted concentration of half-maximal effect.

SMILES	Abeta yeast res	FUS suppressor
CCOc1ccc(C2=C(C(C)=O)Sc3nnc(C)n3N2C(C)=O)cc1	-38.7%[inhibitor]	6.9%
Cc1ccc2c(=O)c(C(=O)c3ccc(F)cc3)cn(CC(=O)Nc3ccc4c(c3)OCCO4)c2n1	-12.5%	10.9%
O=C(Nc1ccc(F)cc1)c1oc2ccccc2c1NC(=O)C12CC3CC(CC(C3)C1)C2	-1.2%	-18.6%
Cc1cc(C)c(NS(=O)(=O)c2cc(-c3cnc(C4CC4)o3)ccc2C)c(C)c1	-6.4%	2.8%
CCOc1ccc(NC(=O)CSc2nc(C)c(C(=O)Nc3ccccc3)c(-c3ccc(Cl)cc3)c2C#N)cc1	-1.4%	15.3%
CCOc1ccc(C(=O)NCC(c2ccc3c(c2)OCO3)N2CCOCC2)cc1 (centres undefined)	0.0%	2.8%
Fc1cccc(-n2ncc3c2ncn2nc(-c4ccccc4Cl)nc32)c1	11.8%	-19.4%
CCOc1ccc(C2C(C(=O)Nc3ccc(OC)cc3)=C(C)Nc3nc(SCc4ccc(Cl)cc4)nn32)cc1 (centres undefined)	-2.3%	5.5%
CN(C(=O)C1=CC(c2ccc3c(c2)OCO3)=NS(=O)(=O)N1C)c1ccccc1	-19.2%	21.8%
COc1cccc(N2C(=O)C(CC(=O)Nc3ccc(F)cc3)N(CCC3=CCCCC3)C2=O)c1 (centres undefined)	-1.9%	?
COc1ccc(-c2nc3sc(CCNC(=O)C(=O)Nc4c(C)cccc4C)c(C)n3n2)cc1	-10.7%	-9.1%
Cc1ccc2oc(C(=O)Nc3sc4c(c3C(=O)NCC3CCCO3)CCC4)cc(=O)c2c1 (centres undefined)	-6.3%	-3.1%
O=C(Nc1ccc(F)cc1)[C@H](CSCc1ccccc1)N1Cc2ccccc2C1=O	-9.6%	-26.9%
CCOc1ccc(C(=O)N(Cc2nc(-c3cccc(C)c3)no2)C(C)C)cc1	-10.6%	30.2%
CCC(C)(C)NC(=O)C1CCN(S(=O)(=O)c2c(C)noc2/C=C/c2ccc(C)cc2)CC1	-2.7%	18.0%
CC1CCN(c2ccc(-c3nc(C(C)C)no3)cc2[N+](=O)[O-])CC1	-15.0%	7.6%
CCOc1ccccc1C1N=C(N)Nc2nc3ccccc3n21 (centres undefined)	-7.6%	7.0%
CCCOc1ccc(NC(=O)CC2C(=O)N(c3ccc(C)cc3)C(=O)N2C2CCCC2)cc1 (centres undefined)	7.7%	?
COc1ccccc1N1CCN(C(=O)Cc2c(C(=O)O)c(C)cn2C)CC1	-6.0%	18.7%
CCn1c(=O)cc(OCC(=O)N2CCN(c3cccc(Cl)c3)CC2)c2ccccc21	-19.2%	-20.7%
CCCS(=O)(=O)c1ncc(Cl)c(C(=O)N(Cc2ccccc2)Cc2ccco2)n1	-4.1%	6.9%
CSC1=NC2(CCN(C(=O)NC3CCCCC3)CC2)N=C1c1ccc(C(C)(C)C)cc1	-23.7%	32.1%
CC(C)(Oc1ccc(Cl)cc1)C(=O)Nc1cccc(-c2cn3cccnc3n2)c1	-11.0%	12.4%
Cc1ccc(C)c(CN2C(=O)c3ccccc3S(=O)(=O)c3ccc(C(=O)N4CCCCCC4)cc32)c1	-9.9%	38.2%
Cc1cc(C)cc(NC(=O)N2CCC(C(N)=O)(N3CCCCC3)CC2)c1	-0.4%	-15.0%
O=C(CNC(=O)c1ccccc1)OCc1cc(=O)n2nc(C3CC3)sc2n1	2.1%	18.0%
COc1ccc(NC(=O)CCS(=O)(=O)c2nc(-c3ccc4c(c3)OCO4)cc(C(F)(F)F)n2)cc1	-11.5%	37.9%
Cc1ccc(-n2c(Cc3ccccc3)nnc2SCc2nc(-c3cccs3)no2)cc1C	-10.6%	43.6%
CCOC(=O)N1CCc2c(sc(NCc3sccc3C)c2C(=O)Nc2ccccc2OCC)C1	-10.1%	?
COCc1cc(C)n(CC(=O)Nc2cccc(C(C)=O)c2)c(=O)c1C#N	-13.6%	9.4%
COc1ccc(CCNc2oc(/C=C/c3ccc(OC)c(OC)c3)nc2C#N)cc1	4.0%	-1.0%
COc1cc(CNC(=O)c2cc3n(n2)CCCN(Cc2ccc(C)cc2)C3=O)cc(OC)c1OC	16.1%	39.5%
CC1CCN(S(=O)(=O)c2ccc3c(c2)N(CC(=O)NC(C)C)C(=O)CO3)CC1	7.5%	9.2%
Cc1ccc(Sc2ccc(N3CCC(C(=O)Nc4cc(C)cc(C)c4)CC3)nn2)cc1	4.1%	-30.7%
CCCCOc1ccc(C2C(=O)N(C3CCCCC3)CC(=O)N2C2CCCCC2)cc1 (centres undefined)	4.1%	-1.7%
CSc1ncc(C(=O)NCc2cccc(C)c2)c(-c2ccccc2)n1	-2.0%	-9.6%
CCOC(=O)c1cc(S(=O)(=O)NCc2ccc(C)cc2)[nH]n1	-3.5%	-13.9%
COc1ccc(C2C(C(=O)Nc3cccnc3)=C(C)Nc3nc(-c4ccc(OC)c(OC)c4)nn32)cc1 (centres undefined)	-4.7%	4.6%
CC(C)(C)c1ccc(C2Sc3ccccc3NC3=C2C(=O)c2ccccc23)cc1 (centres undefined)	-20.9%	27.7%
Cc1cccc(N2CCN(CCNC(=O)C3COc4ccccc4C3)CC2)c1C (centres undefined)	-8.0%	-10.8%
O=C(NCc1ccco1)C1CCN(C(=O)N2CCOc3ccc(Cl)cc32)CC1	-4.4%	-13.1%
Cc1cc(S(=O)(=O)n2ccnc2C(C)C)cc([N+](=O)[O-])c1C	-6.9%	14.6%
CC1CCN(C(=O)c2cccc(NC(=O)c3nsc4ccccc34)c2)CC1	4.2%	?
Cc1ccccc1NC(=O)C1CCC(CNS(=O)(=O)c2ccc3c(c2)C(C)(C)C(=O)N3C)CC1 (centres undefined)	-13.3%	13.1%
CCn1nnc2cc(C(=O)Nc3ccc(Cl)cc3C)ccc21	-20.8%	-18.1%
COc1ccccc1OCC(=O)NCc1nc(-c2ccc(Cl)cc2)no1	-28.1%	14.6%
Cc1cc2nc(-c3ccc(NC(=O)c4cc5ccccc5o4)cc3)oc2cc1C	-4.9%	3.6%
Cc1ccc(C)c(NC(=O)Cn2ncc3c(C)n(Cc4ccc(F)cc4)c(C)c3c2=O)c1	10.0%	-19.4%

Single records (already shown). Values in the order: Abeta yeast res, FUS suppressor
Results for Cc1ccccc1NC(=O)C1CCC(CNS(=O)(=O)c2ccc3c(c2)C(C)(C)C(=O)N3C)CC1 (centres undefined) → -13.3%, 13.1%
Results for CC(C)(C)c1ccc(C2Sc3ccccc3NC3=C2C(=O)c2ccccc23)cc1 (centres undefined) → -20.9%, 27.7%
Results for O=C(NCc1ccco1)C1CCN(C(=O)N2CCOc3ccc(Cl)cc32)CC1 → -4.4%, -13.1%
Results for CCn1nnc2cc(C(=O)Nc3ccc(Cl)cc3C)ccc21 → -20.8%, -18.1%
Results for Cc1cccc(N2CCN(CCNC(=O)C3COc4ccccc4C3)CC2)c1C (centres undefined) → -8.0%, -10.8%

Further entries
SMILES	Abeta yeast res	FUS suppressor
Fc1ccc(-c2nnc(CN3CCN(c4ccccn4)CC3)o2)cc1	2.1%	-14.5%
CC(C)Oc1ccc(CNC(=O)Cn2ncn3nc(-c4cccs4)cc3c2=O)cc1	-22.5%	-14.6%
CCn1c(=O)cc(SCC(=O)Nc2cc(Cl)ccc2OC)c2ccccc21	-7.4%	35.7%
COc1ccc(S(=O)(=O)N2CCCN(CC(=O)Nc3ccc(OC)cc3OC)CC2)cc1	-2.4%	38.0%
Cc1ccc(C)c(N2CCN(CCCNC(=O)c3cnn(-c4cccc(Cl)c4)c3C3CCN(C(=O)OC(C)(C)C)CC3)CC2)c1	1.1%	10.2%
CCOc1ccc(OCC)c(NC(=O)c2c(C)nn(-c3ccccc3)c2-n2cccc2)c1	-6.2%	32.5%
CCc1ccccc1NC(=O)CSc1nnc(-c2ccc(OC)cc2)s1	2.9%	3.2%
CNS(=O)(=O)c1cc(-c2nn3c(C)nnc3c3ccccc23)ccc1C	-7.0%	-18.2%
Cc1ccc2nc3c(cc(C#N)c(=O)n3-c3nnc(SCc4ccccc4Cl)s3)c(=O)n2c1	0.3%	-17.3%
COc1ccc(-c2cc(-c3ccccc3)nc(SCC(=O)Nc3ccccc3C)c2C#N)cc1	-9.4%	1.8%
O=C(c1cc2c(s1)-c1ccccc1OC2)N1CCN(c2ccccc2F)CC1	-17.7%	-1.1%
CC(C)CC(=O)Nc1nc2nc(-c3ccccc3)cc(=O)n2[nH]1	-13.2%	2.7%
COc1ccccc1-c1cc(C(F)(F)F)nc(S(=O)(=O)CCCC(=O)Nc2ccc(F)cc2F)n1	1.3%	18.6%
Cc1ccc(C2c3[nH]c4ccccc4c3CCN2C(=O)c2cccc(C)c2)cc1 (centres undefined)	-11.7%	39.1%
COc1cc(OC)c(NC(=O)Cn2cnc3nc4c(cc3c2=O)CCCC4)cc1Cl	-7.3%	-0.1%
CCOc1ccccc1CNC(=O)C1CCN(C(=O)N2CC(CC)Oc3ccc(C)cc32)CC1 (centres undefined)	-14.6%	?
CC(C)(C)OC(=O)N1CCC(c2c(C(=O)NCCN3CCC(Cc4ccccc4)CC3)cnn2-c2ccc(F)cc2)CC1	8.3%	40.3%
Cc1ccc(NC(=O)CCCc2nnc3n(C)c(=O)c4sccc4n23)cc1F	-25.5%	4.5%
Nc1cc(=O)nc(SCC(=O)Nc2ccccc2)n1CCc1ccccc1	9.5%	0.3%
CCN(CC)C(=O)Cn1ncc2c([nH]c3ccc(C)cc32)c1=O	-0.9%	-13.6%
CCN(CC)c1sc(S(=O)(=O)c2ccccc2)nc1S(=O)(=O)c1ccc(C)cc1	-0.4%	22.7%
CCOC(=O)c1c(NC(=O)c2cc(-c3ccc(Br)cc3)on2)sc(C(C)=O)c1C	-6.3%	6.7%
CCC(C(=O)N1CCN(c2ccccc2F)CC1)n1nc(C)c2sc3ccccc3c2c1=O (centres undefined)	18.1%	-15.1%
COc1cccc(NC(=O)c2sc3nc(C)c(C(=O)Nc4ccc(C)cc4C)c(-c4cccs4)c3c2N)c1	9.3%	17.5%

Looked up by compound from the entries so far:
SMILES	Abeta yeast res	FUS suppressor
Cc1ccc(C2c3[nH]c4ccccc4c3CCN2C(=O)c2cccc(C)c2)cc1 (centres undefined)	-11.7%	39.1%
COc1cccc(NC(=O)c2sc3nc(C)c(C(=O)Nc4ccc(C)cc4C)c(-c4cccs4)c3c2N)c1	9.3%	17.5%
Cc1ccc(NC(=O)CCCc2nnc3n(C)c(=O)c4sccc4n23)cc1F	-25.5%	4.5%
CCOC(=O)c1c(NC(=O)c2cc(-c3ccc(Br)cc3)on2)sc(C(C)=O)c1C	-6.3%	6.7%

The list goes on.
SMILES	Abeta yeast res	FUS suppressor
Cc1nc(C)c(-c2ccc(SCC(=O)Nc3cccc(C)c3C)nn2)s1	-7.6%	6.5%
CCOc1ccc(N2CC(c3nc4ccccc4n3CCCOc3ccccc3)CC2=O)cc1 (centres undefined)	-0.2%	?
Cc1ccc(NC(=O)Cn2nc(C)c3nn(-c4ccc(Cl)cc4)c(C)c3c2=O)cc1C	0.4%	27.4%
Cc1ccccc1C(c1c(C)n(C)n(-c2ccccc2)c1=O)c1c(C)n(C)n(-c2ccccc2)c1=O	-10.5%	-20.6%

High-throughput results: PubChem, National Center for Advancing Translational Sciences (NCATS)

Some of the compounds tested, so the mix of outcomes need not match the whole.
